DNMT1 inh: blocks human DNA methyltransferase DNMT1. DNMT1 molecular beacon, Hinp1I cleavage, fluorescence. inhibition (reported as % activation of signal), % at 10 µM. 360,000 compounds, 0.83% hits; in the data active = inhibition above about 50%
LMPTP block: LMPTP (human) inhibition. P24666. recombinant LMPTP-A, OMFP fluorogenic substrate, fluorescence intensity. inhibition, % at 20 µM. 360,000 compounds, 0.22% hits;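 active = compounds that cut the enzyme signal by at least half of the control window in the single-dose screen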;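 also: plate controls were DMSO wells with enzyme plus substrate for no effect and substrate without enzyme for full effect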
Target sequence (P24666 whole entry, looked up): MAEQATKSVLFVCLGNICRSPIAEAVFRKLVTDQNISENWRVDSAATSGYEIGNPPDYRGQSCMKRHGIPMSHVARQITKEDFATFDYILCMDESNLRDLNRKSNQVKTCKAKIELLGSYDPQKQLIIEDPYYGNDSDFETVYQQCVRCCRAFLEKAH
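Test system: LMPTP-A phosphatase enzyme. Amount: LMPTP-A at 0.625 nM final in the reaction. Reagent: OMFP substrate, 400 µM final. Times: 50 min at room temperature. Signal: endpoint fluorescence intensity from OMFP dephosphorylation. Read-out basis: % inhibition. Benchmarks: no-enzyme and uninhibited controls.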
eLon inh: E. coli protease La inhibition. P0A9M0. purified E. coli Lon protease, fluorescence polarization. inhibition, % at 7.94 µM. 360,000 compounds, 0.42% hits. AID 602123; in the data active = inhibition above about 13%, passing the limit was not always enough;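 also: 0% = enzyme with probe and DMSO and 100% = no enzyme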
STEP block: STEP (human) phosphatase inhibition; recombinant STEP, OMFP fluorogenic substrate, fluorescence; P54829; inhibition, % at 20 µM; 360,000 compounds, 0.25% hits;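 active = inhibition at 20 µM, scaled per plate between control wells, above about 37%, limit read from the data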;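 also: 0% = DMSO with enzyme and substrate and 100% = substrate only without enzyme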
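Assay system: isolated STEP enzyme / Timing: 20 min at room temperature, dark / Doses: 20 µM, 1% DMSO / Technique: fluorescence intensity, excitation 480 nm, emission 540 nm / Reagent: fluorogenic phosphatase substrate OMFP at 25 µM final / Measure: percent inhibition scaled to no-enzyme and uninhibited-enzyme controls, plate-pattern corrected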
Scp1 inh: blocks human Scp-1 phosphatase activity | Q9GZU7 | Recombinant Scp1, phosphopeptide, malachite green phosphate absorbance | inhibition, % at 20 µM | 340,000 compounds, 0.88% hits;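 active = inhibition above about 50% at 20 µM, limit read from the data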;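 also: plate controls were DMSO wells with enzyme for no effect and wells lacking enzyme for full effect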
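Test system: SCP-1 catalytic domain; Buffer or medium: Acidic Tris acetate buffer with magnesium and detergent; Also added: Phosphorylated 17-residue peptide substrate; Compound: single 20 µM dose, 1% DMSO; Schedule: enzyme reaction 45 min at room temperature, colour 5 min, stabilisation 30 min; Signal: Phosphate-binding colour reagent, absorbance read at 630 nm.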
NRP1-CendR mod: NRP-1/CendR interaction modulation; O14786; FAM-RPARPAR peptide binding to NRP-1, fluorescence polarization; inhibition, % at 25 µM; 360,000 compounds, 0.85% hits; AID 602438;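 active = inhibition or corrected inhibition above about 18%, plus a signal ratio from 0.5 to 1.5, limit read from the data, passing the limit was not always enough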; also: strong numbers were not always called active
Target sequence (O14786 whole entry, looked up): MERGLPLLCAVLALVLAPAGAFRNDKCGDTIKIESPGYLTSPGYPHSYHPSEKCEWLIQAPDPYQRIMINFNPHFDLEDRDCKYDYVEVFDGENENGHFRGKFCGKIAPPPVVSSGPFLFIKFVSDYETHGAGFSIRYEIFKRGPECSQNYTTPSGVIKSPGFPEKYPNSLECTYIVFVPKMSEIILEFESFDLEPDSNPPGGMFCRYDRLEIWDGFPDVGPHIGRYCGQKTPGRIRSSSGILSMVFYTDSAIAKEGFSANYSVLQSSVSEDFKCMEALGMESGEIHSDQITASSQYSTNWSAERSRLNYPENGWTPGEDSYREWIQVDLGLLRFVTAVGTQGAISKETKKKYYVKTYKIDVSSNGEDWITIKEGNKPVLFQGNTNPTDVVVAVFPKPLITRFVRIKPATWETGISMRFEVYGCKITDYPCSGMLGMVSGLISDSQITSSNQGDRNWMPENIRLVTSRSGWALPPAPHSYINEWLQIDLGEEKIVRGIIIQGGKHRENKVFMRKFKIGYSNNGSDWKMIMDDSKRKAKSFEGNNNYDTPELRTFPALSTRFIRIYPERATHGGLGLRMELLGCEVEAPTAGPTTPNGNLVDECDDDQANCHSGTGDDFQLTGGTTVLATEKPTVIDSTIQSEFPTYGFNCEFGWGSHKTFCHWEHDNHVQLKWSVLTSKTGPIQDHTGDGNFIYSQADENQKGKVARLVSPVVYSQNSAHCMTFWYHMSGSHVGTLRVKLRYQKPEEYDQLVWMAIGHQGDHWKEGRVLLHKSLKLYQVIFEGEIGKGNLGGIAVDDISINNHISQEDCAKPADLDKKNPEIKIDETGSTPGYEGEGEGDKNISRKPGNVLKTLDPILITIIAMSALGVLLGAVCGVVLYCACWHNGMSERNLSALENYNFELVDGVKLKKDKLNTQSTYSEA
MsrA act: activators of bovine methionine sulfoxide reductase A. purified bovine MsrA, absorbance read-out. 360,000 compounds, 0.3% hits. activation, % at 10.6 µM; in the data active = activation above about 7.5%;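 also: 0% = vehicle and 100% = reference activator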
MsrA inh: inhibits bovine methionine sulfoxide reductase A | purified bovine MsrA, absorbance read-out | inhibition, % at 15.5 µM | 360,000 compounds, 0.75% hits | AID 651718; in the data active = inhibition above about 4.5%;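 also: 0% = vehicle wells with enzyme and 100% = reference inhibitor wells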
SUMO1 PPI mod: SUMO1-SIM interaction modulation; P63165; SUMO1 binding to a labelled peptide, TR-FRET, 1 h; inhibition, % at 20 µM; 360,000 compounds, 0.33% hits; AID 602429; in the data active = inhibition above about 37%
TbMetRS inhib: Trypanosoma brucei MetRS inhibition; purified T. brucei MetRS, ATP depletion, Kinase-Glo luminescence; inhibition, % at 11.9 µM; AID 624268; 360,000 compounds, 0.4% hits;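 active = inhibition above a per-plate cutoff of the control wells' mean inhibition plus 3 SD, cut at about 5.5% in these data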;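 also: 0% = DMSO wells median and 100% = median of wells with control inhibitor compound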
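System: purified T. brucei MetRS enzyme / Detection: Kinase-Glo luciferase luminescence reporting remaining unconsumed ATP / Medium: HEPES buffer with MgCl2, KCl, DTT, spermine, BSA, pyrophosphatase / Replication: singlicate, one well per compound / Evaluation: percent inhibition relative to median high and low control wells / Schedule: 2 h aminoacylation at 25 °C after 15 min preincubation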
* = called active by the depositor; · = not tested or not shown.

SMILES | DNMT1 inh | LMPTP block | eLon inh | STEP block | Scp1 inh | NRP1-CendR mod | MsrA act | MsrA inh | SUMO1 PPI mod | TbMetRS inhib
CC12C=CC3(CN(Cc4ccccc4)C(=O)C3C1C(=O)NCc1ccco1)O2 (stereo not drawn) | -6 | 0.6 | -2 | -1 | 2 | 8 | 0 | 0.7 | -2 | -0.9
CC(=O)Nc1ccc(NS(=O)(=O)c2cc(-c3cnc(C4CC4)o3)ccc2C)cc1 | -1 | -0.3 | -2 | 2 | -7 | 1 | -1 | 0.5 | 10 | -0.1
Cc1ccc(-n2c(SCC(N)=O)nc3c(oc4ccccc43)c2=O)cc1 | -2 | -1.0 | 0 | 0 | -9 | 8 | 0 | -0.4 | -3 | -0.6
Cc1ccnc(NC(=O)CCC2CCCCC2)c1 | 0 | 3.3 | -3 | 0 | -7 | 0 | -1 | -0.4 | 3 | -0.9
O=C(c1cccc(Cl)c1)C1CCCN(Cc2ccc(N3CCNC3=O)cc2)C1 (stereo not drawn) | -4 | -0.6 | -7 | 4 | 4 | -10 | -4 | 0.6 | 5 | -0.2
NC(=O)[C@@H]1[C@@H]2C(=O)N(c3ccc(F)cc3)C(=O)[C@@H]2[C@H]2C=Cc3ccccc3N21 | -18 | 1.5 | 2 | 2 | -9 | -48 | -3 | -1.4 | -16 | -0.1
COc1ccc(-c2nc(SC)n(C(=O)c3ccco3)n2)cc1 | 6 | -1.7 | -4 | -3 | -13 | -8 | -4 | -1.3 | 2 | -1.7
NCCCC[C@H]1CN=C(N)N1CCc1cccc2ccccc12 | -2 | 0.7 | -3 | 1 | 2 | 9 | -5 | 0.1 | -48 | -0.4
COc1cc(N(CCCn2cnc3c(SC)ncnc32)CCCn2cnc3c(SC)ncnc32)cc(OC)c1OC | 4 | 0.3 | 6 | -1 | · | -8 | -1 | 0.4 | -1 | 0.1
O=c1c2cn[nH]c2[nH]c(=S)n1-c1ccccc1 | 11 | -1.9 | -2 | -3 | 3 | 8 | 2 | -0.1 | 5 | -0.1
Cc1ccc(S(=O)(=O)NC2=NCN(CCOC(=O)c3ccccc3)CN2)cc1 | 1 | -0.1 | 1 | -4 | -6 | -2 | -1 | 0.8 | -1 | -0.8
Cc1c(Cl)cccc1NC(=O)C1C2C=CC(C2)C1C(=O)O (stereo not drawn) | 2 | -0.8 | -8 | 3 | 8 | 7 | -3 | 0.5 | 2 | 0.2
Cc1cccc(OCc2nnc(SCC(=O)N3CCc4ccccc43)n2C)c1 | -2 | -0.6 | 0 | -1 | 6 | -1 | -2 | -0.6 | 2 | 0.1
COc1cccc(Nc2nc(N)c([N+](=O)[O-])c(N3CCOCC3)n2)c1 | -2 | -1.5 | -5 | -2 | -10 | 5 | 0 | 2.4 | -11 | -0.3
CCOC(=O)C1=CC[C@@H](c2ccncc2)N(S(=O)(=O)c2ccc(C)cc2)C1 | -5 | -1.2 | -17 | -2 | · | 14 | -1 | 0.6 | 2 | 0.0
COc1cccc(CN2CCNC(=O)C2CC(=O)NCCCN2CCCC2=O)c1 (stereo not drawn) | 1 | -0.5 | 11 | -2 | 2 | 2 | -6 | 0.9 | -5 | -0.5
CN(Cc1ccco1)C(=O)C(Cc1ccccc1)NS(=O)(=O)c1ccc2c(c1)CCC(=O)N2 (stereo not drawn) | 2 | -0.9 | -4 | 4 | -15 | 6 | -2 | 1.1 | 1 | -0.4
COc1ccccc1CNCC(O)(c1ccc(F)cc1)c1ccc(F)cc1 | -3 | -0.7 | 1 | 0 | -7 | 2 | -1 | -0.3 | 1 | -0.4
O=C(NCc1ccc2c(c1)OCO2)c1ccc(CSCc2ccccc2Cl)o1 | -5 | 4.7 | -4 | -2 | -5 | -2 | -5 | 0.5 | 0 | -0.7
Cc1c(Cl)cccc1N/C(=N/S(=O)(=O)c1cccs1)c1ccccc1 | -2 | -1.4 | 3 | -1 | -13 | 2 | -4 | 0.9 | 2 | 0.8
CC(=O)N1Cc2ccccc2C(C)CC12CCCCC2 (stereo not drawn) | 4 | 0.2 | -3 | 3 | -8 | 4 | -9 | 0.0 | -2 | 0.1
COc1ccc(-c2[nH]ncc2/C=C(/C#N)C(=O)NC2CCCCC2)cc1 | -8 | 0.6 | 4 | 0 | -5 | 7 | -2 | 4.0 | -21 | 0.0
COc1ccc(S(=O)(=O)N(C)C[C@H]2Oc3c(NC(=O)Nc4ccc(C(F)(F)F)cc4)cccc3C(=O)N([C@H](C)CO)C[C@@H]2C)cc1 | -14 | 3.2 | -4 | -1 | -8 | 15 | -2 | · | 2 | -0.4
Cc1csc(NC(=O)CSc2nnc(-c3ccco3)n2C)n1 | 2 | 1.1 | 3 | -2 | 0 | 11 | -9 | -0.6 | -1 | -1.2
CCC(C)[C@H]1CNC(=S)N1CCc1cc(C(F)(F)F)cc(C(F)(F)F)c1 (stereo partly drawn) | -1 | 2.6 | 16 | 0 | 0 | -14 | 0 | -0.8 | -2 | 0.0
OCC[C@@H]1C[C@H](O)[C@@H](O)[C@]2(Cc3ccccc3O2)O1 | 2 | -0.4 | 14 | -3 | -8 | -9 | -1 | · | -5 | -0.1
CC(=O)Nc1ccc(N2C(=O)CC(N3CC(C)OC(C)C3)C2=O)cc1 (stereo not drawn) | 3 | -0.9 | -7 | -3 | -5 | 7 | 3 | -0.8 | 0 | -0.8
CCOC(=O)CNC(=S)N1CCn2c(nc3ccccc32)C1 | 0 | -0.6 | 1 | 1 | -7 | -5 | -2 | -0.6 | 0 | 0.1
COc1cc(CC(=O)OCC(=O)NCc2cccs2)cc(OC)c1OC | 2 | 0.2 | -3 | -2 | 10 | 6 | -7 | -0.5 | -2 | -0.4
CN(C)CCCNc1nc2cc(-c3cnn(Cc4ccccc4)c3)sc2c(=O)n1C | -4 | 1.5 | -20 | 2 | · | -11 | -1 | 0.1 | -5 | 0.5
Cc1cc(NC(=O)CN(C)S(=O)(=O)c2cnc[nH]2)ccc1Br | 0 | 0.6 | -15 | -2 | -3 | -10 | -5 | -0.3 | 1 | -0.6
O=C(Nc1ccc(Br)cc1)C1CCC(=O)N1Cc1ccccc1Cl (stereo not drawn) | 0 | 0.3 | 1 | -2 | -14 | -1 | -3 | 0.2 | 11 | -1.3
COC(=O)c1cccc(F)c1C(=O)c1cccc2ccccc12 | -2 | 3.0 | -10 | 3 | -21 | 5 | -3 | 1.2 | -14 | 0.2
CCN(CC)S(=O)(=O)c1ccc2c(c1)nc(CCC(=O)OCC(=O)Nc1c(F)cccc1F)n2C | -5 | 0.1 | 0 | -4 | -5 | 4 | 0 | -1.7 | -1 | -0.5
O=C(Nc1ccc2c(c1)OCCO2)c1c(Cl)cccc1Cl | 3 | -1.5 | -10 | -1 | · | 10 | -3 | -2.0 | 4 | -0.3
CCN1CCN(c2ccc(NC(=O)c3ccco3)cc2Cl)CC1 | -1 | 0.9 | 4 | -1 | -1 | 7 | -2 | 0.6 | 6 | -0.5

Some of these compounds in order of the eLon inh value, lowest first.
SMILES | DNMT1 inh | LMPTP block | eLon inh | STEP block | Scp1 inh | NRP1-CendR mod | MsrA act | MsrA inh | SUMO1 PPI mod | TbMetRS inhib
CN(C)CCCNc1nc2cc(-c3cnn(Cc4ccccc4)c3)sc2c(=O)n1C | -4 | 1.5 | -20 | 2 | · | -11 | -1 | 0.1 | -5 | 0.5
CC(=O)Nc1ccc(N2C(=O)CC(N3CC(C)OC(C)C3)C2=O)cc1 (stereo not drawn) | 3 | -0.9 | -7 | -3 | -5 | 7 | 3 | -0.8 | 0 | -0.8
CCN(CC)S(=O)(=O)c1ccc2c(c1)nc(CCC(=O)OCC(=O)Nc1c(F)cccc1F)n2C | -5 | 0.1 | 0 | -4 | -5 | 4 | 0 | -1.7 | -1 | -0.5
CCN1CCN(c2ccc(NC(=O)c3ccco3)cc2Cl)CC1 | -1 | 0.9 | 4 | -1 | -1 | 7 | -2 | 0.6 | 6 | -0.5

Quoted at random: 4 entries already listed
SMILES | DNMT1 inh | LMPTP block | eLon inh | STEP block | Scp1 inh | NRP1-CendR mod | MsrA act | MsrA inh | SUMO1 PPI mod | TbMetRS inhib
CCC(C)[C@H]1CNC(=S)N1CCc1cc(C(F)(F)F)cc(C(F)(F)F)c1 (stereo partly drawn) | -1 | 2.6 | 16 | 0 | 0 | -14 | 0 | -0.8 | -2 | 0.0
Cc1cc(NC(=O)CN(C)S(=O)(=O)c2cnc[nH]2)ccc1Br | 0 | 0.6 | -15 | -2 | -3 | -10 | -5 | -0.3 | 1 | -0.6
CCN(CC)S(=O)(=O)c1ccc2c(c1)nc(CCC(=O)OCC(=O)Nc1c(F)cccc1F)n2C | -5 | 0.1 | 0 | -4 | -5 | 4 | 0 | -1.7 | -1 | -0.5
COc1cc(CC(=O)OCC(=O)NCc2cccs2)cc(OC)c1OC | 2 | 0.2 | -3 | -2 | 10 | 6 | -7 | -0.5 | -2 | -0.4

The list continues.
SMILES | DNMT1 inh | LMPTP block | eLon inh | STEP block | Scp1 inh | NRP1-CendR mod | MsrA act | MsrA inh | SUMO1 PPI mod | TbMetRS inhib
O=C(OCn1nnc2ccccc2c1=O)C1COc2ccccc2O1 (stereo not drawn) | 0 | -0.7 | 2 | -2 | 3 | -7 | -12 | -0.7 | -3 | -1.2
O=C(/C=C/c1ccc(Br)o1)OCc1ccccc1 | -2 | 1.3 | 1 | 0 | -10 | 9 | -3 | 0.1 | -13 | -0.5
CCOC(=O)c1ccc(NC(=S)NC(=O)COc2ccccc2)cc1 | -5 | 2.6 | -3 | -3 | -10 | 0 | -1 | -0.2 | -5 | -0.6
Fc1c(F)c(F)c(N/N=C/c2c[nH]c3ccccc23)c(F)c1F | -31 | 4.2 | 11 | 1 | -3 | 2 | -2 | 1.6 | -3 | 0.3
CCOC(=O)c1cc(-c2ccccc2)nn1Cc1cc(C)no1 | 0 | 1.2 | 2 | 1 | 5 | 22 | 0 | -0.3 | 15 | -0.3
CN1C(=O)C2(OCCCO2)c2ccccc21 | 3 | 0.1 | -5 | 1 | -4 | 6 | -3 | -1.1 | 2 | -0.8
Cn1c(=O)c2c(nc(N3CCOCC3)n2CCc2ccccc2)n(C)c1=O | 1 | -2.0 | 2 | -2 | -9 | 4 | -9 | 0.7 | 1 | -0.3
CCc1ccc(OCC(=O)Nc2cc(S(=O)(=O)CC)ccc2O)cc1 | 1 | -0.8 | -4 | 0 | -14 | -8 | -3 | -0.9 | -2 | -0.3
O=C(NCc1ccco1)C1CCCN1C(=O)Nc1ccc(Br)cc1 (stereo not drawn) | 1 | 0.3 | -6 | -2 | -5 | 9 | -1 | 0.9 | 8 | -0.1
Cc1cccc(C(=O)NNS(=O)(=O)c2ccc(F)cc2)c1O | 0 | -0.7 | 3 | -3 | -1 | -7 | -13 | 1.5 | 6 | 0.0

Assay outcomes (PubChem BioAssay)
